# Bioassay records: PubChem BioAssay, several laboratories
# G6PDH CS = L. mesenteroides G6PDH inhibition counter-screen; 0.12% of 200,000 active; Purified L. mesenteroides G6PDH, diaphorase/resazurin coupled fluorescence, 45 min; AID 1020; inhibition, % at 5 µM; in the data active = inhibition above about 50%
# Diaph inh CS = inhibits diaphorase or chemically oxidizes, flagging diaphorase assay artifacts; diaphorase resazurin-to-resorufin fluorescence, NADH, 16 min; bacterial (C. kluyveri) enzyme, not human; 0.69% of 190,000 active; inhibition, % at 20 µM;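 active = primary screen inhibition at 20 µM above a set limit, cut at about 50% in these data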;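 also: plate controls were DMSO with full reaction for no effect and wells lacking NADH for full effect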
#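 Detection: fluorescence of resorufin formed from resazurin, Ex 544/Em 590 nm; test system: Clostridium kluyveri diaphorase enzyme; amount: 0.14 U/mL diaphorase, enzyme working solution; times: 16-min room-temperature incubation before reading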
# Hsp70 activator = Hsp70 transcriptional activation, primary screen | 0.04% of 200,000 active | HeLa Hsp70 promoter luciferase reporter, luminescence; scaled: vehicle 0, proteasome-inhibitor control 100% | activation, % at 10 µM;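 active = activation above the mean across all tested compounds plus 3 SD, cutoff set per campaign, cut at about 5.5% in these data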;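 also: 100% = MG132 at 30 µM as the positive control and 0% = DMSO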
# APP 5UTR inh = APP translation inhibition; SH-SY5Y APP 5'UTR-luciferase reporter, luminescence; inhibition, % at 2 µM; 0.82% of 190,000 active; AID 1285;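 active = inhibition above a set limit, derived from the sample mean plus 3 SD, cut at about 45% in these data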; also: values of inactives mirror those of a sister screen read the other way
# STAT3 activator = increases IL-6 driven STAT3 reporter signal; U3A cells, IL-6 STAT3-luciferase reporter, luminescence; 100% = signal with IL-6 EC80 alone; activation (% of control), % at 5.6 µM; 0.91% of 190,000 active; AID 871;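 active = activation above the screen-wide mean of compound activation plus 3 SD, cut at about 130% in these data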;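 also: 0% = background luminescence of wells with medium and substrate only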
#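 Detection: reporter luminescence signal / Assay system: STAT1-lacking human U3A cells, STAT3 luciferase reporter / Incubation: compound pre-incubation 1 h before IL-6, then 6 h stimulation at 37 °C / Control set: IL-6-only high control / Read-out: % activation relative to IL-6 control / Probe or stimulus: Interleukin-6, 33 ng/mL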
# STAT1 activator = STAT1 signaling activation | NIH 3T3 STAT1-luciferase reporter, IFN-gamma, luminescence; 100% = IFN-gamma alone, no compound | activation (% of control), % at 5.5 µM | 2.6% of 200,000 active | AID 932;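 active = activation above the screen-wide mean activation plus 3 SD, cut at about 130% in these data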;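 also: raw ratio to IFN-gamma control signal so 100% means no change and 0% no light; values of inactives mirror those of a sister screen read the other way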
# STAT3 blocker = STAT3 signaling inhibition | 0.89% of 190,000 active | inhibition, % at 5.5 µM | U3A cells, IL-6 STAT3-luciferase reporter, luminescence; host cell line lacks STAT1 | AID 862;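 active = inhibition above the mean inhibition across all screened compounds plus 3 SD, cut at about 44% in these data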;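 also: 0% = DMSO only wells and 100% = 100 µM nifuroxazide control wells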
# TLR4 MyD88 comp = inhibitors of human TLR4-MyD88 binding; O00206+Q99836; inhibition, % at 8.4 µM; 0.18% of 200,000 active; HeLa CL3-4 TLR4/MyD88 BLA complementation, FRET ratio; in the data active = inhibition above about 25%;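 also: 0% = vehicle and 100% = reference inhibitor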
# Target sequence (O00206 whole entry, looked up): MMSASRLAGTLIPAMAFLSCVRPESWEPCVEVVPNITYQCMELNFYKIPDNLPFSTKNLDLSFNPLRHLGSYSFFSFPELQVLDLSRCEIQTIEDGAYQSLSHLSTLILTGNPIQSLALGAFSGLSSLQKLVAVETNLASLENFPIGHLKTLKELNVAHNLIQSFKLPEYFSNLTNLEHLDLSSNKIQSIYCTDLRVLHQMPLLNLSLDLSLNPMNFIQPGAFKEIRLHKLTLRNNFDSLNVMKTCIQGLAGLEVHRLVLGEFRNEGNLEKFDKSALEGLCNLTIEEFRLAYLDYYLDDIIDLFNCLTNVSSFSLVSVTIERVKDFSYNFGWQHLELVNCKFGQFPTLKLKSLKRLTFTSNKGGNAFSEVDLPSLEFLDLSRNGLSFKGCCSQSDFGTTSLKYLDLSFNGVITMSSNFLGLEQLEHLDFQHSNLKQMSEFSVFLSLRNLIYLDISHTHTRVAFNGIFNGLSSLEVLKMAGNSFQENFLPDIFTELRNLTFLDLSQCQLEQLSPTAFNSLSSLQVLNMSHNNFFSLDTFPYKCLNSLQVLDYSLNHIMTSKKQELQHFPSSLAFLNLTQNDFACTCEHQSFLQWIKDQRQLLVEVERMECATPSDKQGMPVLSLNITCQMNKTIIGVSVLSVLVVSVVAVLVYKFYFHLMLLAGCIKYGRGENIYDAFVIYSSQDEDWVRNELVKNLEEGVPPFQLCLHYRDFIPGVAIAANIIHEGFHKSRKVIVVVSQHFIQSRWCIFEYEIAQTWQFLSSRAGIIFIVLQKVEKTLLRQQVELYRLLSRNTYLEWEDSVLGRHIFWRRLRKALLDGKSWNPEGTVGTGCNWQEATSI
# Target sequence (Q99836 whole entry, looked up): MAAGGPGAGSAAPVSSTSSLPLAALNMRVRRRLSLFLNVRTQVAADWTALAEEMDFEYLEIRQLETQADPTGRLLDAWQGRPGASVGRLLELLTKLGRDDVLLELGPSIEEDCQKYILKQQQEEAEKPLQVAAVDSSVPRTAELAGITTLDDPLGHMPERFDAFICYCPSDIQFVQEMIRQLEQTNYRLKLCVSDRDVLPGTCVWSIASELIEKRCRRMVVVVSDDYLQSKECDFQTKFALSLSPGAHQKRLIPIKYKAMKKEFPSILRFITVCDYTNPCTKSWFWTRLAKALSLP
# Diaph act CS = diaphorase activation or chemical reduction counter-screen. Diaphorase/resazurin coupled assay, resorufin fluorescence, 16 min; active compounds read high; 1 = vehicle wells, 0 = NADH-free wells. activation factor at 20 µM. 0.005% of 190,000 active. AID 1229;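 active = diaphorase activity raised at least twofold by the compound at 20 µM; inactive = activation factor below 2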
#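 Assay system: bacterial diaphorase enzyme (C. kluyveri) / Input: enzyme 0.07 U/mL final / Medium: 50 mM HEPES pH 7.4 with 4.542 mM MgCl2, 0.005% Tween 20 / Doses: single compound dose of 20 µM, 1% DMSO final / Incubation: 16 min enzyme reaction, ambient temperature / Signal: fluorescence, excitation 544 nm and emission 590 nm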
# STAT1 blocker = STAT1 signaling inhibition. NIH 3T3 STAT1-luciferase reporter, IFN-gamma, luminescence. inhibition, % at 5.5 µM. 0.35% of 200,000 active;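 active = inhibition above a set limit, the mean inhibition across all tested compounds plus 3 SD, cut at about 34% in these data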;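 also: 0% = IFN-gamma with DMSO and 100% = IFN-gamma with 300 µM nifuroxazide; values of inactives mirror those of a sister screen read the other way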
# Numbers without * were called inactive; / = not tested or not shown. Some of the compounds tested. The share of hits here may be higher or lower than overall.
# The line under a structure holds: G6PDH CS, STAT3 blocker, TLR4 MyD88 comp, Hsp70 activator, Diaph inh CS, STAT1 activator, APP 5UTR inh, Diaph act CS, STAT3 activator, STAT1 blocker
O=C(N/N=C/c1c(O)n(-c2ccccc2)c(=O)[nH]c1=O)c1ccncc1
 : 9, 3, 11, 0.1, 32, 95, 12, 0.7, 96, 5
CC1=NOC2(C)Nc3ncnn3C(c3ccccc3)C12 (stereo unspecified)
 : -1, -1, 2, 1.0, -6, 95, 8, 1.1, 102, 3
CNCCc1c(C)n[nH]c1C
 : 4, 2, 2, -0.3, 9, 105, 7, 0.9, 103, -5
CC12CN3CN(C1)CC(C)(C3)C2=NO
 : 6, 9, 4, 0.0, 0, 89, -7, 1, 95, 12
O=C1CCCN1c1ccc(S(=O)(=O)O)cc1 (tested in a mixture with another compound)
 : -10, -6, 5, -0.1, 11, 102, 4, 0.9, 104, -2
Cc1ccc(C(C)C)c(OCC(=O)N2CCN(Cc3nc4cc([N+](=O)[O-])ccc4n3C)CC2)c1
 : 14, 1, -12, -0.1, 29, 101, -14, 0.7, 99, -1
CCC(=O)O[C@@H]1[C@@H](OC(C)=O)[C@@]2(O)C(C[C@H](O)C2(C)C)[C@](C)(O)[C@H]2CC[C@@H]3[C@@H](O)[C@]12C[C@@]3(C)O (stereo partly specified)
 : 16, 1, -9, 0.0, -5, 106, 8, 1.1, 97, -7
Cc1sc(-n2c(C)cc(C=C3C(=O)NC(=O)NC3=O)c2C)c(C#N)c1C
 : 10, -4, 0, -0.2, 1, 98, 11, 1, 102, 3
O=C(c1cc2cc3ccc(Cl)cc3nc2o1)N1CCC2(CC1)OCCO2
 : 6, 1, 4, -0.4, 10, 107, -5, 0.9, 102, -8
COc1ccc(N/N=C/c2c(O)n(-c3ccc(C)c(C)c3)c(=O)[nH]c2=O)cc1
 : -7, 48*, -9, -0.3, 2, 84, 0, 1, 60, 17
CCN1CCN(c2nc3c(c(=O)[nH]2)CCCC3)CC1
 : 4, 7, 9, 0.0, 19, 101, 9, 0.8, 100, -1
CCN(CC)C(=O)c1ccc(NC(=O)c2ccc(-c3nn(C)c(=O)c4ccccc34)cc2)cc1
 : 10, 27, -8, 0.3, 12, 102, -12, 0.9, 85, -4
CCCCC(=O)C1C(=O)NC(=O)NC1=O
 : 5, -2, -6, -0.2, -8, 103, -4, 1.1, 102, -4
CCN1CCN(C(=O)Cc2coc3ccc4ccccc4c23)CC1
 : 3, 2, -6, -0.3, 16, 98, -8, 0.8, 103, 3
N=C1c2ccccc2CN1c1cccc([N+](=O)[O-])c1
 : 4, 9, 4, 0.0, 3, 99, -12, 1, 99, 2
COc1ccc(OC)c(N2C(=O)NC(=O)C3(Cc4cc(C)ccc4N(C)C3)C2=O)c1 (stereo unspecified)
 : 2, 3, -16, 0.0, 7, 104, -4, 0.9, 100, -4
COCCCn1c(-c2ccc(OC)cc2)cc(C(=O)NC2CCCCCCC2)c1C
 : 4, -1, -13, -0.4, 13, 96, 0, 0.9, 101, 5
CCC(=NCCC(c1ccccc1)c1ccccc1)c1c(O)[nH]c(=O)[nH]c1=O
 : 15, -4, -7, -0.1, 26, 98, -17, 0.7, 102, 2
O=C(CN1CCCC1=O)N1CCOCC1
 : 17, 5, 10, -0.4, 15, 102, 9, 0.8, 99, -2
CC(C)C(C)(NC(=O)c1cccn(Cc2ccc3c(c2)OC(F)(F)O3)c1=O)C(N)=O (stereo unspecified)
 : 7, 10, 9, -0.1, -16, 102, 2, 1.2, 102, -3

# Shown with bars between the fields: three of the compounds above
structure | G6PDH CS | STAT3 blocker | TLR4 MyD88 comp | Hsp70 activator | Diaph inh CS | STAT1 activator | APP 5UTR inh | Diaph act CS | STAT3 activator | STAT1 blocker
COc1ccc(OC)c(N2C(=O)NC(=O)C3(Cc4cc(C)ccc4N(C)C3)C2=O)c1 (stereo unspecified) | 2 | 3 | -16 | 0.0 | 7 | 104 | -4 | 0.9 | 100 | -4
O=C(CN1CCCC1=O)N1CCOCC1 | 17 | 5 | 10 | -0.4 | 15 | 102 | 9 | 0.8 | 99 | -2
CC1=NOC2(C)Nc3ncnn3C(c3ccccc3)C12 (stereo unspecified) | -1 | -1 | 2 | 1.0 | -6 | 95 | 8 | 1.1 | 102 | 3

# Quoted at random: 2 compounds from above, in no set order.
# The line under a structure holds: G6PDH CS, STAT3 blocker, TLR4 MyD88 comp, Hsp70 activator, Diaph inh CS, STAT1 activator, APP 5UTR inh, Diaph act CS, STAT3 activator, STAT1 blocker
COc1ccc(OC)c(N2C(=O)NC(=O)C3(Cc4cc(C)ccc4N(C)C3)C2=O)c1 (stereo unspecified)
 : 2, 3, -16, 0.0, 7, 104, -4, 0.9, 100, -4
N=C1c2ccccc2CN1c1cccc([N+](=O)[O-])c1
 : 4, 9, 4, 0.0, 3, 99, -12, 1, 99, 2

# (listing goes on)
# The line under a structure holds: G6PDH CS, STAT3 blocker, TLR4 MyD88 comp, Hsp70 activator, Diaph inh CS, STAT1 activator, APP 5UTR inh, Diaph act CS, STAT3 activator, STAT1 blocker
O=C(c1ccc2c(c1)ncn2-c1ccc(F)cc1F)N1CCC2(CC1)OCCO2
 : -4, -1, -2, -0.2, 9, 110, 0, 0.9, 103, -11
CCC(C)N1CCN(C(=O)Cc2ccccc2)CC1 (stereo unspecified)
 : 4, 4, 3, -0.2, 21, 101, -9, 0.8, 98, -1
Cn1c(O)c(C=NCCN2CCN(C(=O)c3ccccc3)CC2)c(=O)n(C)c1=O
 : 1, -6, -78, -0.3, 2, 99, -19, 1, 110, 1
CCC(C)C1(CC)C(=O)NC(=O)N=C1N (stereo unspecified)
 : 18, -6, -2, 0.0, -10, 98, -1, 1.1, 105, 2
CN1CCCC(C(=O)c2ccc(Cl)cc2)C1 (stereo unspecified)
 : 4, -11, -4, 0.2, 12, 98, -2, 0.9, 113, 1
CCc1nc2ccccc2c(=O)n1-c1ccccc1[N+](=O)[O-]
 : -2, 11, 15, -0.3, 31, 98, 6, 0.7, 90, 2
O=c1[nH]c(=O)n(CCC2=CCCCC2)c(O)c1/C=N/Nc1ccccc1
 : 3, 1, -4, -0.4, -13, 105, 0, 1.1, 102, -6
Cc1nc2ccccc2c(=O)n1-c1cccc(O)c1
 : -2, -4, 2, -0.4, 7, 99, -17, 0.9, 106, 2
Cc1ccc(CN2CCN(Cc3ccccc3)CC2)cc1
 : 7, 10, 7, -0.2, 14, 85, 5, 0.9, 93, 15
CCN(CC)c1ccc(/C=C/[N+](=O)[O-])cc1
 : 7, -2, 20, -0.2, 16, 116, -12, 0.8, 106, -15
Cc1cnn(C2CCN(C)CC2)c1N
 : 14, -18, -19, -0.5, 10, 100, -3, 0.9, 116, 0
COC(=O)[C@]1(C)C[C@H]1[C@H](NP(=O)(c1ccccc1)c1ccccc1)c1ccccc1
 : 10, -3, -1, -0.2, 5, 91, -13, 0.9, 100, 10
C=CCN1CC[C@]23c4c5ccc(O)c4O[C@H]2C(=O)CC[C@@]3(O)[C@H]1C5
 : 5, -9, 4, -0.2, -8, 104, -4, 1.1, 109, -6
CCOP(=O)(OCC)C(NC(=O)CN1C(=O)c2ccccc2S1(=O)=O)C(Cl)(Cl)Cl (stereo unspecified)
 : 4, 2, 4, -0.2, 0, 100, -26, 1, 103, -1
Cn1c(O)c(C=Nc2ccccc2Sc2ccccc2)c(=O)n(C)c1=O
 : 15, 2, -31, 0.4, 21, 87, 1, 0.8, 96, 14
O=C1NC(=O)[C@]2(Cc3ccccc3N3CCN(c4ccccc4)CC32)C(=O)N1Cc1ccccc1 (stereo partly specified)
 : 5, -4, 11, 0.0, 19, 92, -9, 0.8, 106, 9
CCOc1ccc(CC2(CCc3ccncc3)C(=O)NC(=O)NC2=O)cc1
 : 6, 6, 0, -0.3, 4, 99, 4, 1, 99, -1
COc1cc2[nH]c(=O)n(-c3cccc(Cl)c3)c(=O)c2cc1OC
 : -3, 17, -17, -0.4, 10, 95, -2, 0.9, 88, 5
N#Cc1ccc(OCC(=O)N2CCN(Cc3ccc4c(c3)OCO4)CC2)cc1
 : 5, 11, 0, -0.2, 11, 96, 9, 0.9, 97, 2
O=C(c1cc(-c2ccncc2)nc2ccccc12)N1CCC2(CC1)OCCO2
 : 7, -2, 10, -0.3, 8, 99, -2, 0.9, 104, 1
CC(=O)N1CN2CN(C(C)=O)CC(C(=O)c3ccc([N+](=O)[O-])cc3)(C2)C1
 : 4, 1, -10, -0.2, 3, 94, -1, 1, 101, 5
CCOc1ccc(/C=C2/C(=O)NC(=O)N(CCc3ccc(F)cc3)C2=O)cc1
 : 8, 4, -8, -0.4, 10, 96, 14, 0.9, 99, 5
O=C(O)c1cccc2c1NC(C(=O)O)C1CC(Sc3ccccc3[N+](=O)[O-])C(Cl)C21 (stereo unspecified)
 : 1, -3, -3, -0.2, 93*, 99, -14, 0.1, 101, 2
Cn1c(O)c(C(=NCCN2CCCCC2)c2ccccc2Cl)c(=O)n(C)c1=O
 : 11, -1, 15, -0.2, 12, 99, -5, 0.9, 106, 2
CCCC1(CCC)C(=O)NC(=Nc2ccccc2)NC1=O
 : 2, -1, -12, 0.1, 22, 96, -6, 0.8, 102, 4
Cc1cc(NC(=O)COC(=O)c2c(C)nn(Cc3ccccc3)c2Cl)no1
 : -8, -18, -2, -0.5, 13, 122, -13, 0.9, 117, -24
COc1cccc(C2=NOC(C(=O)N3CCC4(CC3)OCCO4)C2)c1 (stereo unspecified)
 : -4, 0, -10, -0.3, -3, 118, -37, 1, 109, -20
CC(C)CN1CCN(Cc2c(F)cccc2Cl)CC1CCO (stereo unspecified)
 : 8, -4, -7, -0.3, 8, 111, 12, 0.9, 108, -13
CCCCn1c(NS(=O)(=O)c2ccc(C)cc2)c(C(=O)OCC)c2nc3ccccc3nc21
 : -15, -14, 3, -0.5, 32, 100, 0, 0.7, 109, 2
O=C(c1cn(Cc2ccccc2)c2ccccc12)C1CC1
 : -1, 3, 19, -0.2, 16, 98, -6, 0.8, 103, 0
CC12CCC3C(CC=C4CC5(CCC43C)OCCO5)C1CCC2=O (stereo unspecified)
 : 11, 11, 14, -0.3, /, 85, -11, /, 95, 16
Fc1ccc(CNCCc2ccccc2F)cc1
 : 7, 6, 11, -0.3, 11, 91, -3, 0.9, 97, 10
O=c1[nH]c(=S)n(-c2ccccc2F)c(O)c1C=Nc1ccc(N2CCOCC2)cc1
 : 4, 3, 11, 0.1, 36, 112, 4, 0.6, 99, -14
C=CCn1c(O)c(C=NCCN2CCNCC2)c(=O)[nH]c1=O
 : 3, 1, -13, 0.0, 3, 98, 5, 1, 106, 2
CC(c1ccccc1)(c1ccccc1)c1ccncc1
 : 5, 1, -19, -0.3, 1, 102, 14, 1, 99, -1
CC1=C(C(=O)Nc2ccccc2)SCCO1
 : -4, 7, -8, -0.1, 11, 98, -14, 0.9, 96, -3
